# mIAP act – mouse IAP activation; activation factor at 10 µM; AID 2805; muIAP, CDP-Star luminescence, 30 min; hits give high values; 1 = vehicle-only enzyme signal, 0 = enzyme-free wells; 330,000 compounds, 0.24% hits;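 active = activation factor of at least 2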; also: the source names both 10 and 20 µM as test concentration; values of inactives mirror those of a sister screen read the other way
#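 System: Mouse IAP enzyme | Also added: CDP-Star substrate | Dosing: Compounds dispensed in DMSO | Schedule: 30 min enzyme-substrate-compound incubation at room temperature | Technique: Chemiluminescence readout | Control set: DMSO-only wells and no-enzyme negative control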
# mIAP inh – mouse IAP inhibition; purified mouse IAP, CDP-Star luminescence, 30 min; inhibition, % at 10 µM; 330,000 compounds, 0.2% hits; AID 2806;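 active = inhibition of at least 40% at 10 µM in the primary screen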;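 also: plate controls were DMSO with enzyme for no effect and no enzyme wells for full effect; values of inactives mirror those of a sister screen read the other way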
# hIAP act – increases human intestinal alkaline phosphatase activity. P09923. purified human IAP, CDP-Star luminescence, 30 min; hits give high values; 1 = vehicle-only enzyme, 0 = enzyme-free background. activation factor at 10 µM. 330,000 compounds, 0.16% hits;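 active = activation factor of the enzyme at least 2-fold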; also: the source names both 10 and 20 µM as test concentration; values of inactives mirror those of a sister screen read the other way
# NR3A LBD binder – modulates the human NR3A ligand-binding domain | NR3A LBD differential scanning fluorimetry, Tm shift; 0% = protein alone, 100% = glycine-bound protein | Tm shift relative to glycine control, % at 25 µM | 340,000 compounds, 2.5% hits;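 active = melting temperature shift of at least 10% of the positive control shift, at one fixed dose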
# hIAP block – blocks human intestinal alkaline phosphatase; P09923; purified IAP, CDP-Star luminescence, 30 min; inhibition, % at 10 µM; 330,000 compounds, 0.12% hits; AID 2544;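 active = inhibition reaching a set limit with compound at 10 µM in the primary screen, cut at about 35% in these data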;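 also: plate controls were DMSO wells with enzyme for no effect and no-enzyme buffer wells for full effect; values of inactives mirror those of a sister screen read the other way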
# MIN6 prolif – induces beta-cell replication in MIN6 cells; proliferation, % at 10 µM; 330,000 compounds, 0.29% hits; MIN6 cells proliferation, ATPlite luminescence, 48 h; cells starved in 0.2% serum; 100% = growth in 10% serum;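 active = compounds whose signal lies at least 3.5 SD above the mean of all wells on their plate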;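 also: 0% = DMSO-treated cells in low-serum medium and 100% = 10% serum control; some compounds called inactive have numbers as strong as hits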
# APOBEC3G inh – APOBEC3G (human) deaminase inhibition. recombinant A3G, ssDNA deamination FAM/TAMRA fluorescence. inhibition, % at 20 µM. 330,000 compounds, 0.28% hits. AID 493012;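 active = inhibition of at least 40% at 20 µM, with no more than 30% in the related APOBEC3A deaminase screen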;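 also: plate controls were DMSO wells with A3G for no effect and wells lacking A3G enzyme for full effect; some compounds called inactive have numbers as strong as hits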
# Target sequence (Q9HC16 whole entry, looked up): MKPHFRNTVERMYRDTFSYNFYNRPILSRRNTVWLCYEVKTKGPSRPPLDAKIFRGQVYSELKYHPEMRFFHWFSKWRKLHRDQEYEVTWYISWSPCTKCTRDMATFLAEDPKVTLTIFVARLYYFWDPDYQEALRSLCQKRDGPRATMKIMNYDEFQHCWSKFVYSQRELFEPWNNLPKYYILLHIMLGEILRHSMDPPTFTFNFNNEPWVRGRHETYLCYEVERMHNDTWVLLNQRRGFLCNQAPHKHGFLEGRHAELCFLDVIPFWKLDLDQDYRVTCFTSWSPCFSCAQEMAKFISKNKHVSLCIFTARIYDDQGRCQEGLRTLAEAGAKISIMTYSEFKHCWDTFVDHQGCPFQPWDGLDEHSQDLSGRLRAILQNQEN
# MPTP block – blocks calcium-induced mitochondrial swelling; isolated mouse mitochondria, Ca2+ swelling absorbance, 30 min; inhibition, % at 10 µM; 360,000 compounds, 1.4% hits;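 active = inhibition of 50% or more, scaled per plate between neutral and stimulator controls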;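 also: 0% = DMSO wells given calcium and 100% = 1 mM EGTA wells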
# A3A deaminase – inhibitors of human APOBEC3A DNA deaminase; P31941; recombinant A3A, FAM/TAMRA ssDNA deamination fluorescence; inhibition, % at 20 µM; 330,000 compounds, 0.41% hits;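 active = at least 40% inhibition at 20 µM here, with at most 30% in a related deaminase screen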;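 also: plate controls were A3A with DMSO for no effect and wells lacking A3A enzyme for full effect; some results filed as inactive read as strong as hits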
# Target sequence (P31941 whole entry, looked up): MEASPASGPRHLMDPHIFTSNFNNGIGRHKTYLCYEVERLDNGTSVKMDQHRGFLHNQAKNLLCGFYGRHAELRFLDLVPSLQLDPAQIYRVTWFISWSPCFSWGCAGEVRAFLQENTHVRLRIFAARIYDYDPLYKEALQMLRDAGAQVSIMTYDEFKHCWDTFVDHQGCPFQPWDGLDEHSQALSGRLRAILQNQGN
# The depositor's hits bear a star; · = no result given.
SMILES,mIAP act,mIAP inh,hIAP act,NR3A LBD binder,hIAP block,MIN6 prolif,APOBEC3G inh,MPTP block,A3A deaminase
CC(=O)Nc1nn(C)c2nc(C)cc(C)c12,0.97,3,0.9,-3,10,0,-11,2.2,4
O=C(Cn1cnc2c(nnn2Cc2ccc(Cl)cc2)c1=O)NCc1ccco1,0.98,2,1,-28,-1,-1,-1,-0.1,7
CN1CCC(OC(=O)c2cc3cc(Br)ccc3oc2=O)CC1,0.98,2,0.85,-1,14,-2,-6,0.3,-9
Cc1cc(C(=O)COc2ncnc3sccc23)c(C)n1C1CC1,1.1,-9,1,0,-1,1,-1,0.7,5
CC1Oc2ccccc2N(CC(=O)NCCc2ccccc2)C1=O (centres undefined),1.1,-9,0.95,1,5,0,-3,1.4,0
C/C(=N/OC(=O)c1ccc(Br)cc1)c1ccc(C)cc1,1,0,1.2,1,-16,-2,-10,0.4,1
COc1ccc(NC(=O)c2noc3c2CCC3)cc1,0.77,23,0.85,1,15,-1,16,0.1,32
CC(C)C(=O)Nc1ccc(O)c(-c2csc(N)n2)c1,1,0,1.1,0,-14,1,-3,6.0,-5
CCCCOP(=O)(OCCCC)C(O)c1ccc(Br)cc1 (centres undefined),1.1,-9,0.99,-5,1,-1,-3,1.6,1
c1coc(-c2ccnc(-n3cccc3)n2)c1,1.1,-6,1.1,0,-14,-2,-2,0.2,3
CCC(C)NCCOCCOc1ccc(Cl)c2ccccc12 (centres undefined),0.85,15,0.92,0,8,-7,-3,44,3
COc1ccc(C2Nc3ccccc3NC3=C2C(=O)CC(C)(C)C3)cc1OC (centres undefined),1.1,-8,0.75,0,25,2,-7,-1.2,-3
COC(=O)c1cc(S(=O)(=O)N2CCCCC2)c[nH]1,1,-2,1.2,3,-16,4,-8,0.6,-3
COc1ccc([N+](=O)[O-])cc1NC(=O)c1ccco1,1,-1,0.9,0,10,4,-18,-1.2,-4
COc1cccc(CN2C(=O)c3ccccc3C2C(=O)NCC2CCCO2)c1 (centres undefined),1,-4,1.1,-1,-13,-2,-9,-0.8,-6
COc1ccc(NS(=O)(=O)c2ccc(OC)c(NC(=O)CCC3CCCCC3)c2)cc1,0.95,5,1.1,22*,-5,1,-4,2.0,2
COC(=O)c1ccc(CSc2nnc(-c3ccncc3)n2Cc2ccccc2)o1,1,-4,0.89,1,11,-2,-12,4.4,-6
COc1ccc(Cl)cc1NC(=O)CN(C)C(=O)C1CC1,0.96,4,0.89,0,11,1,14,-0.5,3
Cc1cccc(C)c1NC(=O)NCCCN1CCN(c2ccccc2)CC1,1.1,-6,1,-1,-2,-3,17,-1.0,3
Cc1csc(C(C)NC(=O)c2ccc(OC3CCN(CCc4ccccc4)CC3)cc2)n1 (centres undefined),1.1,-10,0.67,0,34,2,-6,-0.1,-2
CC(C)N1CCN(C(=O)c2ccc(NC(=O)c3ccc(Br)o3)cc2)CC1,1.1,-11,1,0,-5,0,-1,2.7,2
COc1cccc(CN2CCN(Cc3ccc(O)c(OC)c3)CC2CCO)c1 (centres undefined),1,-2,1,0,-1,-1,-4,0.3,-3
[O-][n+]1onc2c1CCc1nnc(-c3ccccc3)cc1-2,0.97,3,1.1,0,-10,-1,-7,-0.5,0
Cc1noc(C)c1C(=O)OCC(=O)Nc1ccccc1Oc1ccccc1,0.95,4,0.87,0,13,3,-3,-6.3,6
Cc1cccnc1NC(=S)NC(=O)c1cccs1,0.95,5,0.86,0,14,-5,-3,-0.3,1
CC(C)CN(CC(C)C)S(=O)(=O)N1CCC(C(=O)NCc2ccco2)CC1,0.91,9,0.91,-4,9,-3,3,-0.4,3
COc1ccc(C2CCCN2C(=O)Nc2ccc(C)c(C)c2)cc1OC (centres undefined),1.1,-6,0.9,-1,10,-1,-7,-0.1,0
N/C(=N\N=C\c1ccco1)SC1CC(=O)N(c2ccc(C(=O)O)cc2)C1=O (centres undefined),1.1,-7,1,0,-4,-3,7,0.8,3
COc1ccc(C)cc1NS(=O)(=O)c1cc(C)ccc1C,1.1,-6,0.88,2,12,0,-2,-0.9,1
CCCn1c2ccccc2c2cnn(CC(=O)NC3CCCCC3)c(=O)c21,1,-4,1,1,-4,0,5,-1.2,2
COc1ccc(C2OC(=O)CC2C(=O)NCc2ccc(Cl)cc2)cc1OC (centres undefined),0.95,5,1,1,-3,1,-7,-5.1,-1
COc1cccc(/C=c2\sc3nc(-c4cccs4)nn3c2=O)c1OC,0.92,8,0.97,2,2,-3,-8,4.1,-3
CCc1cc(CNC(=O)c2ccc(OC3CCN(CCc4ccccc4)CC3)cc2)on1,1.1,-6,1.3,-2,-26,-2,-1,3.6,2
CCOCCOC(=O)c1[nH]c2c(c1C)C(=O)CC(c1ccc(OC)c(OC)c1)C2 (centres undefined),1.1,-9,1.1,1,-7,-4,12,0.4,2
CCOC(=O)c1ccccc1NC(=O)COC(=O)c1ccccc1C(=O)N(C)c1ccccc1,0.9,10,0.9,0,10,7,-7,-1.1,6
COc1cc2c(c(O)c1OC)-c1c(cc(OC)c(OC)c1OC)C[C@@H](C)[C@@H](C)C2,0.96,4,0.91,2,9,-2,4,-2.2,0
CCOc1ccc(NC(=O)CSc2nnc(-c3ccncc3)n2CC2CCCO2)cc1 (centres undefined),1.2,-20,1.2,4,-23,-2,-4,-0.7,-5
CCN(CC)CCN1C(=O)C(O)=C(C(C)=O)C1c1ccc(OC)c(OC)c1 (centres undefined),1,-2,0.97,11*,3,-1,-6,2.7,-6
CCCCN(C(=O)CCC(=O)Nc1cc(C)on1)C(C(=O)NC1CCCC1)c1ccccc1OCC (centres undefined),1,-5,1.3,-3,-25,-6,-2,-0.1,4
CC(=O)Nc1ccc(NC(=O)C(Sc2ccccc2)c2ccccc2)cc1 (centres undefined),1.4,-36,0.95,-5,5,-1,1,2.5,-1
Cc1ccc(-n2nnc(-c3cccnc3)n2)cc1,0.94,6,0.97,1,3,0,-10,0.9,-6
COc1cc(C#Cc2c(-c3cncn3C)n(C)c3ccc(-c4cc(OC)c(OC)c(OC)c4)cc23)cc(OC)c1,1.1,-7,0.98,-7,2,-5,0,0.5,3
COc1ccc(CNC(=O)CCSCc2ccc(C)cc2)cc1,1.1,-12,1.1,1,-7,4,-10,0.5,-1
CCOC(=O)c1ccc(NC(=O)C(=O)NCc2ccncc2)cc1,0.89,11,1,2,-5,-1,3,-0.4,3
Cc1ccc([N+](=O)[O-])cc1NC(=O)Nc1cccc(F)c1,0.96,4,1,0,-1,-5,-5,16,-1
COc1ccc(C2C(C(=O)c3sc(C)nc3C)=C(O)C(=O)N2CCN(C)C)cc1 (centres undefined),1,-2,0.91,1,9,-1,-9,3.0,-6
COc1cccc(N2CCN(S(=O)(=O)c3ccc4c(c3)NC(=O)CS4)CC2)c1,1,-3,0.87,0,13,0,-6,-0.8,-3
CCC1(C(=O)OC)NC(c2ccccc2OC)C2C(=O)N(C)C(=O)C21 (centres undefined),1.1,-9,1,2,-3,0,-5,-0.7,-5
Nc1nc(NCC2CCCO2)nc(Nc2cccc(F)c2)c1[N+](=O)[O-] (centres undefined),0.93,7,1.2,0,-18,-4,3,5.5,6
CN(C)C(CNC(=O)c1ccc2c(c1)S(=O)(=O)c1ccccc1C2=O)c1ccco1 (centres undefined),0.88,12,1,3,-4,3,1,0.8,1
CN(CC(=O)NC1CCCCCC1)S(=O)(=O)c1ccc2c(c1)n(C)c(=O)c(=O)n2C,1.1,-14,0.98,-1,2,-2,-10,2.1,-1
CC(Sc1sc(=S)sc1SC(C)C(=O)O)C(=O)O (centres undefined),0.85,15,0.96,3,4,-1,-7,-0.7,-4
CCN(CC)c1ccc(NC(=O)Cn2ncc3c(C)n(Cc4ccccc4F)c(C)c3c2=O)c(C)c1,1,-5,1,-2,-2,0,-3,0.6,-6
COc1ccc(CN2CCNC(=O)C2CC(=O)N2CCCN(C(C)=O)CC2)c(OC)c1 (centres undefined),1,-1,1,2,-5,3,-5,-1.7,-3
CC(C)c1cc(C(F)(F)F)n2nc(C(=O)O)cc2n1,0.94,6,0.86,0,14,-2,-3,-0.5,13
Cc1ccc(S(=O)(=O)N2CCCC2CNC(=O)c2ccc3c(c2)OCO3)cc1 (centres undefined),0.98,2,1,1,-1,-5,-4,1.5,1
COc1cc(C(=O)O/N=C(\N)c2ccc([N+](=O)[O-])cc2)cc(OC)c1OC,0.83,17,1,1,-1,3,-10,1.2,-3
Cc1ccc(C(=O)Nc2ccc(F)cc2F)o1,1.1,-6,1,2,-4,-1,-9,1.0,-7
Cc1ccc(NC(=O)c2ccc3ncsc3c2)cc1S(=O)(=O)N(C)C,0.99,1,1.1,·,-8,-4,-9,·,-3
CCc1ccccc1NC(=O)Cn1cccc1C1=NC(c2ccccc2)CO1 (centres undefined),1,-2,1,6,0,0,-9,3.1,-6

# In a second layout: results already given.
COc1ccc(CN2CCNC(=O)C2CC(=O)N2CCCN(C(C)=O)CC2)c(OC)c1 (centres undefined)
  mIAP act = 1
  mIAP inh = -1
  hIAP act = 1
  NR3A LBD binder = 2
  hIAP block = -5
  MIN6 prolif = 3
  APOBEC3G inh = -5
  MPTP block = -1.7
  A3A deaminase = -3
CC(C)c1cc(C(F)(F)F)n2nc(C(=O)O)cc2n1
  mIAP act = 0.94
  mIAP inh = 6
  hIAP act = 0.86
  NR3A LBD binder = 0
  hIAP block = 14
  MIN6 prolif = -2
  APOBEC3G inh = -3
  MPTP block = -0.5
  A3A deaminase = 13
Cc1ccc(S(=O)(=O)N2CCCC2CNC(=O)c2ccc3c(c2)OCO3)cc1 (centres undefined)
  mIAP act = 0.98
  mIAP inh = 2
  hIAP act = 1
  NR3A LBD binder = 1
  hIAP block = -1
  MIN6 prolif = -5
  APOBEC3G inh = -4
  MPTP block = 1.5
  A3A deaminase = 1

# Other entries:
SMILES,mIAP act,mIAP inh,hIAP act,NR3A LBD binder,hIAP block,MIN6 prolif,APOBEC3G inh,MPTP block,A3A deaminase
CCN(CC)CCCN1C(=O)C(=O)/C(=C(/O)c2ccc(C)cc2)C1c1ccccn1 (centres undefined),1,-2,1,-3,-4,-1,-1,0.2,1
NC(=O)c1ccccc1NC(=O)c1cc(S(=O)(=O)N2CCCCC2)ccc1N1CCOCC1,1,-3,1,-1,0,-3,-9,-1.7,-2
C/C(=N\OCC(=O)Nn1c(C)nc2ccccc2c1=O)c1ccccc1,0.98,2,0.87,0,13,0,0,2.9,0
Cc1cccc(NC(=O)CCS(=O)(=O)c2ccc(Cl)cc2)c1,1,-5,0.97,2,3,-2,-6,0.7,-2
Cc1cc2cc3c(cc2nc1SCc1ccc(C(=O)O)cc1)OCCO3,0.91,9,0.93,-4,7,0,-4,0.2,1
O=C(NNS(=O)(=O)c1ccc(F)cc1)C1CCN(Cc2cccc(F)c2)CC1,1.1,-6,1,-1,-2,2,-5,-1.2,0
NC(=O)N=Nc1c(O)[nH]c2c(Br)cc(Br)cc12,0.95,5,1.1,·,-5,0,-9,·,0
CC(=O)Nc1ccc(NC(=O)CN2C(=O)COc3ccc(S(=O)(=O)N4CCOCC4)cc32)cc1,1,0,0.88,-2,12,0,-3,-0.9,-3
CCOC(=O)N1CCC(NC(=O)c2ccc(CS(=O)c3ccc(Cl)cc3)o2)CC1 (centres undefined),0.92,8,1.4,-4,-36,0,-2,0.4,-4
CCn1c(O)c(N=NC(=O)c2cccc(S(=O)(=O)N3CCCCC3)c2)c2ccccc21,0.94,6,0.85,-34,15,0,1,0.5,0
O=C(Nc1ncccc1O)c1cccc(S(=O)(=O)N2CCc3ccccc32)c1,0.89,11,1.1,0,-9,1,-4,1.5,-1

# Screening data as filed in PubChem.
